PPARg SRC-1 ag = PPARgamma agonists recruiting SRC-1 coactivator, primary screen, biochemical | Peroxisome proliferator-activated receptor gamma (Homo sapiens), P37231 | PPARgamma-SRC-1 coactivator recruitment biochemical assay | activation, % at 8 µM | hit rate 0.41% among 200,000 | AID 631, 2007; in the data active = activation above about 19%;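 also: 0% = DMSO and 100% = reference agonist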
Target sequence (P37231 whole entry, looked up): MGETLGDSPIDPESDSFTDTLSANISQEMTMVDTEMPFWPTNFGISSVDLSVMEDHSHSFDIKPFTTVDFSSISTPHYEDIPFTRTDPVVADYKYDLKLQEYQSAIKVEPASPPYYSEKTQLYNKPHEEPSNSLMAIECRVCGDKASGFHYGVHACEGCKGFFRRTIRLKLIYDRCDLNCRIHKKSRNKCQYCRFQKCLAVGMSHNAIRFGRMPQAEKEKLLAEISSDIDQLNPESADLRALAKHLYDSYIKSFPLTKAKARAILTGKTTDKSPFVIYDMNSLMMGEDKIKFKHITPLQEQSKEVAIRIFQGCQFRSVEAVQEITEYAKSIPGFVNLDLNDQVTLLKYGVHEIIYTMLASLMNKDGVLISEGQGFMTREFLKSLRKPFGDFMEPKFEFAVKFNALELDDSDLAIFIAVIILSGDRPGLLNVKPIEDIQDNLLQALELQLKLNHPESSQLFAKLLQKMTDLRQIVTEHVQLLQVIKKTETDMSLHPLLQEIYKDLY
Diaphorase inh = diaphorase inhibitors and chemical oxidizers, primary screen, counter-screen for diaphorase-coupled primary assays, biochemical, uHTS, resorufin fluorescence; diaphorase resazurin-to-resorufin fluorescence, NADH, 16 min; bacterial (C. kluyveri) enzyme, not human; inhibition, % at 20 µM; hit rate 0.69% among 190,000; AID 1217, 2008;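 active = primary screen inhibition at 20 µM above a set limit, cut at about 50% in these data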;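 also: plate controls were DMSO with full reaction for no effect and wells lacking NADH for full effect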
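Detection: fluorescence of resorufin formed from resazurin, Ex 544/Em 590 nm; test system: Clostridium kluyveri diaphorase enzyme; amount: 0.14 U/mL diaphorase, enzyme working solution; times: 16-min room-temperature incubation before reading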
ROMK mod = ROMK potassium channel modulators, primary screen, cell-based, thallium flux, MLSMR library | B-score at 10 µM | ATP-sensitive inward rectifier potassium channel 1 (Homo sapiens), P48048 | hit rate 2% among 130,000 | Tet-inducible ROMK, thallium flux fluorescence; actives lie on both sides | AID 1918, 2009;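 active = signal ratio slope over the read window, or its plate-corrected B-score, at least 3 SD from the plate mean, either direction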;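 also: B-score of the F/F0 ratio slope over 7 to 12 s after thallium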
G6PDH counter = L. mesenteroides G6PDH inhibitors, counter-screen for G6PDH-coupled screening assays, biochemical, Leuconostoc mesenteroides enzyme. glucose-6-phosphate dehydrogenase [Leuconostoc mesenteroides]. Purified L. mesenteroides G6PDH, diaphorase/resazurin coupled fluorescence, 45 min. inhibition, % at 5 µM. hit rate 0.12% among 200,000; in the data active = inhibition above about 50%
PMI act satM6P = human PMI activators, high substrate, primary screen, biochemical, fluorescence intensity, near-saturating mannose 6-phosphate. activation factor at 20 µM. AID 1216, 2008. coupled PMI enzyme assay, resazurin fluorescence, 20 min; stronger effect = higher value; 1 = untreated enzyme, 0 = substrate-free blank. hit rate 0.34% among 190,000;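 active = activation factor of 2 or more at 20 µM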
Target sequence (P34949 whole entry, looked up): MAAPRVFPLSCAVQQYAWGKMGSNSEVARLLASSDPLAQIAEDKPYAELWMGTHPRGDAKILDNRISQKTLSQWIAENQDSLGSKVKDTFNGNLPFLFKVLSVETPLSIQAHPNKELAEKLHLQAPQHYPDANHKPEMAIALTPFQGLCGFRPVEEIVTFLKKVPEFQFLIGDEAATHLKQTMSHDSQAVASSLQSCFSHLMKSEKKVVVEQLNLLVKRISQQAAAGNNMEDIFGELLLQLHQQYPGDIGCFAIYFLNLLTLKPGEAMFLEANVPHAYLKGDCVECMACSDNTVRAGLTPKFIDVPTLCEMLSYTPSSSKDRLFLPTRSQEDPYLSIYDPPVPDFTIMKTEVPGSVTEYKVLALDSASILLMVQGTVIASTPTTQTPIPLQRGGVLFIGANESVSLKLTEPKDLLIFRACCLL
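Material: human phosphomannose isomerase with PGI, G6PDH, diaphorase coupling enzymes; amount: PMI at 15 ng/mL final; also added: Mannose-6-phosphate 1.0 mM (near-saturating) plus 0.22 mM NADP+; incubation: enzyme reaction with compound 20 min at room temperature; signal: resorufin fluorescence (Ex 544/Em 590 nm) from resazurin via diaphorase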
SRC2 TRFRET art = TR-FRET signal artefacts, primary screen, artefact control for PPARgamma SRC-2 agonist project, biochemical; TR-FRET artefact counter-screen; stronger effect = higher value; TR-FRET ratio at 8 µM; hit rate 0.4% among 200,000; in the data active = TR-FRET ratio above about 2000; also: inactives centre near 1500
PMI act = activators of human PMI, primary screen, biochemical, fluorescence intensity, near-Km mannose 6-phosphate; Mannose-6-phosphate isomerase (Homo sapiens), P34949; purified human PMI, coupled resazurin fluorescence, 20 min; stronger effect = higher value; 1 = vehicle control, 0 substrate-free wells; activation factor at 20 µM; hit rate 0.005% among 190,000; AID 1214, 2008;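 active = activation factor of 2 or more at 20 µM, relative to plate controls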
PPARg SRC-2 ag = agonists of PPARg-SRC-2 recruitment, primary screen, biochemical, HTS; hit rate 0.34% among 200,000; activation, % at 8 µM; Peroxisome proliferator-activated receptor gamma (Homo sapiens), P37231; PPARgamma LBD-SRC-2 recruitment; in the data active = activation above about 22%;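 also: 0% = vehicle and 100% = reference agonist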
S1P3 antag = S1P3 receptor antagonists, primary screen, cell-based; CHO S1P3 NFAT-BLA reporter, FRET fluorescence, antagonist mode; AID 485, 2006; hit rate 0.27% among 170,000; inhibition, % at 4.98 µM;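 active = inhibition above the plate cutoff, the mean inhibition of test wells on that plate plus 3 SD, cut at about 28% in these data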;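 also: cells challenged with S1P at its EC80 of 0.8 µM; blue over green emission ratio from cleaved BLA substrate after 4 h stimulation; 0% = S1P-stimulated wells and 100% = unstimulated DMSO-only wells; some compounds past the cut are filed as inactive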
Diaph act CS = compounds boosting diaphorase resazurin reduction – biochemical, uHTS, resorufin fluorescence, counter-screen for diaphorase-coupled primary assays, primary screen; Diaphorase/resazurin coupled assay, 16 min; stronger effect = higher value; 1 = vehicle wells, 0 = NADH-free wells; activation factor at 20 µM; hit rate 0.005% among 190,000; AID 1229, 2008;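 active = diaphorase activity raised at least twofold by the compound at 20 µM; inactive = activation factor below 2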
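Material: bacterial diaphorase enzyme (C. kluyveri); amount: enzyme 0.07 U/mL final; reagent: NADH substrate 0.114 mM plus resazurin dye 0.1 mM, final; doses: single compound dose of 20 µM, 1% DMSO final; timing: 16 min enzyme reaction, ambient temperature; measured by: fluorescence of resorufin, 544 nm excitation, 590 nm emission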
PPARg SRC-3 ag = PPARgamma agonists recruiting SRC-3 coactivator, primary screen, biochemical; hit rate 0.26% among 200,000; activation, % at 8 µM; AID 731, 2007; Peroxisome proliferator-activated receptor gamma (Homo sapiens), P37231; biochemical PPARgamma/SRC-3 coactivator recruitment assay; in the data active = activation above about 23%;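 also: 0% = DMSO and 100% = reference agonist; some compounds past the cut are filed as inactive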
Numbers without * were called inactive; x = not tested or not shown. Hits appear at their usual frequency. Share with any hit: about 3.3%.

| no. | Structure | PPARg SRC-1 ag | Diaphorase inh | ROMK mod | G6PDH counter | PMI act satM6P | SRC2 TRFRET art | PMI act | PPARg SRC-2 ag | S1P3 antag | Diaph act CS | PPARg SRC-3 ag |
| --- | --- | --- | --- | --- | --- | --- | --- | --- | --- | --- | --- | --- |
| 1 | CC(Oc1ccc(Cl)cc1Cl)C(=O)Nc1ccc(N2CCN(C)CC2)cc1 (centres undefined) | 1 | 16 | x | 8 | 0.8 | 1690 | 0.8 | 10 | -18 | 0.8 | 3 |
| 2 | O=C(NCc1ccco1)c1cc(-c2cccs2)on1 | 4 | 7 | x | 16 | 1 | 1514 | 1 | 5 | 2 | 0.9 | -4 |
| 3 | O=C(COc1ccc(S(=O)(=O)Nc2ccccc2)cc1)N1CCOCC1 | -5 | 16 | 0.048 | -4 | 1 | 1527 | 0.9 | 2 | -36 | 0.8 | -4 |
| 4 | Cc1nn2c3c(cnc2c1-c1ccccc1)C(=O)CC(C)C3 (centres undefined) | -2 | x | x | x | x | 1506 | x | 6 | -19 | x | -5 |
| 5 | O=C(O)c1cc(Cl)c(Cl)cc1C(=O)Nc1cccnc1 | -4 | -14 | 0.52 | 14 | 1 | 1285 | 1.2 | -2 | -19 | 1.1 | -1 |
| 6 | COc1ccc([C@H](C)NC[C@H](O)c2ccc(O)c(NC=O)c2)cc1 | 4 | -7 | 0.28 | 6 | 0.9 | 1512 | 1 | 2 | -8 | 1.1 | 0 |
| 7 | O=C(NCCOc1ccccc1)c1ccccc1 | 4 | -4 | x | -5 | 1.1 | 1543 | 1.1 | 4 | x | 1 | -7 |
| 8 | CCCCC1OC23CCCCC2C(C#N)(C(=N)O3)C1(C#N)C#N (centres undefined) | 3 | 26 | x | 0 | 0.6 | 1733 | 0.9 | 9 | x | 0.7 | -1 |
| 9 | CO/N=C(/CS(=O)Cc1ccccc1Cl)c1ccc(Cl)cc1Cl (centres undefined) | -7 | 17 | x | -2 | 1 | 1421 | 0.9 | -6 | x | 0.8 | -3 |
| 10 | O=C(c1cccs1)N1CCN(C(=O)C2CCCO2)CC1 (centres undefined) | 8 | -10 | x | 6 | 1.1 | 1684 | 1.1 | 7 | 22 | 1.1 | 8 |
| 11 | O=C(c1cccc(Br)c1)c1cn(-c2ccccc2)nc1C(=O)c1ccccc1 | 1 | 10 | -0.84 | 20 | 0.9 | 1492 | 0.9 | 4 | x | 0.9 | -6 |
| 12 | Cc1ccc(N(CC(=O)N2CCn3c2nc2ccccc23)S(=O)(=O)c2c(C)n[nH]c2C)cc1 | 0 | 11 | -1.2 | -2 | 1 | 1662 | 1 | 7 | -14 | 0.9 | -5 |
| 13 | CCN(CC)CCNC(=O)c1cc(-c2ccco2)nc2ccccc12 | 8 | -8 | 0.043 | -1 | 1.3 | 1657 | 1.3 | 10 | -28 | 1.1 | -3 |
| 14 | COc1ccc(S(=O)(=O)CC2(O)CCN(C(=O)C(C)(C)C)CC2)cc1 | 8 | 0 | 0.11 | 3 | 0.9 | 1584 | 1.1 | 6 | -3 | 1 | 3 |
| 15 | O=C(Cn1cnc2c(nnn2Cc2ccccc2F)c1=O)OCc1ccccc1 | 1 | 11 | x | 15 | 1 | 1625 | 0.9 | 0 | -8 | 0.9 | 5 |
| 16 | Cc1ccc(S(=O)(=O)N/N=C/c2cc([N+](=O)[O-])ccc2O)cc1[N+](=O)[O-] | -1 | 9 | 0.17 | -2 | 1 | 1593 | 1.2 | 2 | 0 | 0.9 | 5 |
| 17 | COc1ccc(C(OC(=O)c2ccco2)C(=O)NC(C)(C)C)cc1 (centres undefined) | 0 | 1 | 1.1 | 4 | 0.9 | 1662 | 1 | 2 | -9 | 1 | 2 |
| 18 | O=C(COC(=O)CCCN=C1NS(=O)(=O)c2ccccc21)NC(=O)NC1CCCC1 | 2 | 11 | -1.5 | 5 | 1.1 | 1724 | 1.1 | 2 | -25 | 0.9 | 2 |
| 19 | CCC(=O)c1ccc(CCCCCC(=O)O)s1 | 0 | 9 | 0.013 | 2 | 0.9 | 1735 | 0.9 | 10 | 14 | 0.9 | -7 |
| 20 | CC(=O)Nc1ccc(N2CCc3c(C)c(C#N)c4nc5ccccc5n4c32)cc1 | -1 | 25 | 0.73 | 8 | 0.6 | 1464 | 0.9 | -13 | 2 | 0.8 | 2 |

2 compounds drawn at random from those above:
| no. | Structure | PPARg SRC-1 ag | Diaphorase inh | ROMK mod | G6PDH counter | PMI act satM6P | SRC2 TRFRET art | PMI act | PPARg SRC-2 ag | S1P3 antag | Diaph act CS | PPARg SRC-3 ag |
| --- | --- | --- | --- | --- | --- | --- | --- | --- | --- | --- | --- | --- |
| 11 | O=C(c1cccc(Br)c1)c1cn(-c2ccccc2)nc1C(=O)c1ccccc1 | 1 | 10 | -0.84 | 20 | 0.9 | 1492 | 0.9 | 4 | x | 0.9 | -6 |
| 14 | COc1ccc(S(=O)(=O)CC2(O)CCN(C(=O)C(C)(C)C)CC2)cc1 | 8 | 0 | 0.11 | 3 | 0.9 | 1584 | 1.1 | 6 | -3 | 1 | 3 |

(listing goes on)
| no. | Structure | PPARg SRC-1 ag | Diaphorase inh | ROMK mod | G6PDH counter | PMI act satM6P | SRC2 TRFRET art | PMI act | PPARg SRC-2 ag | S1P3 antag | Diaph act CS | PPARg SRC-3 ag |
| --- | --- | --- | --- | --- | --- | --- | --- | --- | --- | --- | --- | --- |
| 21 | O=C(NC(=S)Nc1ccc(N2CCOCC2)cc1)c1ccccc1 | -1 | 10 | x | 1 | 1 | 1508 | 0.9 | 3 | 6 | 0.9 | 0 |
| 22 | CC(=O)Nc1ccc(S(=O)(=O)N[C@@H](C)C(=O)OCc2ccc(Cl)cc2)cc1 | 3 | 12 | 0.072 | 7 | 0.9 | 1408 | 0.8 | 4 | -1 | 0.9 | 4 |
| 23 | O=C(c1ccc(N2CCOCC2)cc1[N+](=O)[O-])N1CCOCC1 | 0 | 6 | 1.3 | 4 | 0.9 | 1492 | 1 | -7 | -9 | 0.9 | -4 |
| 24 | O=C(Nc1nc2c(s1)CCCC2=O)c1cnccn1 | 3 | 3 | 0.21 | 5 | 1 | 1695 | 0.9 | -1 | -14 | 1 | -3 |
| 25 | Brc1ccc(C2=CC(c3ccco3)n3ncnc3N2)cc1 (centres undefined) | 7 | 4 | x | 6 | 1.3 | 1487 | 1.2 | 4 | x | 1 | -5 |
| 26 | CCOc1ccc(CCNC(=O)CCc2nc(-c3ccc(C)cc3)no2)cc1OCC | 0 | 12 | x | 10 | 0.9 | 1574 | 1 | 2 | 0 | 0.9 | 4 |
| 27 | Cc1cc([N+](=O)[O-])nn1CC(=O)N1CCCc2ccccc21 | -2 | 9 | 0.73 | -1 | 0.9 | 1521 | 0.9 | -4 | 1 | 0.9 | -2 |
| 28 | COc1ccc(-c2cc(C(F)(F)F)n3nc(C(=O)N4CCOCC4)c(Cl)c3n2)cc1 | 2 | 7 | 0.027 | 4 | 0.7 | 1666 | 1 | -10 | -15 | 0.9 | -7 |
| 29 | CN(CCn1ccnc1)Cc1cn(-c2ccccc2)nc1-c1ccc2c(c1)OCO2 | 6 | -8 | -4.6* | 10 | 0.9 | 1664 | 0.9 | 3 | 9 | 1.1 | 2 |
| 30 | Cc1cc(OCc2cn3cccnc3n2)ccc1Cl | 0 | -14 | -0.77 | 12 | 1.1 | 1527 | 0.9 | 7 | 10 | 1.1 | 1 |

Grouped by structure, those above with a nitro group on carbon
| no. | Structure | PPARg SRC-1 ag | Diaphorase inh | ROMK mod | G6PDH counter | PMI act satM6P | SRC2 TRFRET art | PMI act | PPARg SRC-2 ag | S1P3 antag | Diaph act CS | PPARg SRC-3 ag |
| --- | --- | --- | --- | --- | --- | --- | --- | --- | --- | --- | --- | --- |
| 16 | Cc1ccc(S(=O)(=O)N/N=C/c2cc([N+](=O)[O-])ccc2O)cc1[N+](=O)[O-] | -1 | 9 | 0.17 | -2 | 1 | 1593 | 1.2 | 2 | 0 | 0.9 | 5 |
| 23 | O=C(c1ccc(N2CCOCC2)cc1[N+](=O)[O-])N1CCOCC1 | 0 | 6 | 1.3 | 4 | 0.9 | 1492 | 1 | -7 | -9 | 0.9 | -4 |
| 27 | Cc1cc([N+](=O)[O-])nn1CC(=O)N1CCCc2ccccc21 | -2 | 9 | 0.73 | -1 | 0.9 | 1521 | 0.9 | -4 | 1 | 0.9 | -2 |

Further compounds follow.
| no. | Structure | PPARg SRC-1 ag | Diaphorase inh | ROMK mod | G6PDH counter | PMI act satM6P | SRC2 TRFRET art | PMI act | PPARg SRC-2 ag | S1P3 antag | Diaph act CS | PPARg SRC-3 ag |
| --- | --- | --- | --- | --- | --- | --- | --- | --- | --- | --- | --- | --- |
| 31 | O=c1[nH]c2cccnc2n1Cc1ccccc1 | -6 | -4 | 0.69 | 3 | 1 | 1384 | 1 | 8 | x | 1 | -2 |
| 32 | CC1(C)C2CCC1(C)C(OC(=O)c1ccc(O)cc1)C2 (centres undefined) | -5 | 45 | x | 8 | 0.8 | 1638 | 0.8 | -2 | 5 | 0.6 | -2 |
| 33 | CC1(C)CC(NC(=O)CSc2ccccc2)CC(C)(C)N1 | 4 | 2 | 0.92 | 7 | 0.9 | 1354 | 1 | -3 | -1 | 1 | 3 |
| 34 | CCC1CCCCN1C(=S)NCc1ccccc1 (centres undefined) | 1 | 10 | x | -1 | 1 | 1535 | 1 | -2 | 1 | 0.9 | 1 |
| 35 | O=Cc1cn[nH]c1-c1cccc([N+](=O)[O-])c1 | -10 | 0 | -0.38 | 3 | 1 | 1482 | 1.1 | -2 | -6 | 1 | -3 |
| 36 | COc1ccc(S(=O)(=O)CCC(=O)NC2CCCCC2)cc1 | 6 | 7 | x | 5 | 0.9 | 1436 | 0.9 | 2 | 11 | 0.9 | 0 |
| 37 | O=C(CN1CCN(Cc2ccccc2)CC1)Nc1ccc(S(=O)(=O)N2CCOCC2)cc1 | -6 | 19 | x | 13 | 0.9 | 1394 | 1 | -2 | 6 | 0.8 | 2 |
